# hiPSC survival: increases survival of single human iPS cells. hiPSC single-cell survival, ATPlite luminescence; 100% = ROCK inhibitor wells, 0% = DMSO. survival enhancement, % at 20 µM. actives 0.044% (n = 360,000); in the data active means survival enhancement above about 18%;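 further: cells exposed to compounds for 16 hours before the ATP read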
# Glyco luc inh: blocks N-linked glycosylation in D54 reporter cells. D54 ERlucT glycosylation luciferase reporter, 24 h; percent of 100 nM tunicamycin response. reporter increase, % at 12.5 µM. actives 0.23% (n = 360,000);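 active means mean luciferase reporter signal, scaled so untreated is 0 and the glycosylation-blocking control 100, at or above a set limit in every replicate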;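 further: luciferase carries N-glycosylation sites so blocking glycosylation raises the light; 0% = median of neutral control wells and 100% = median of 100 nM tunicamycin wells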
# aDG glyco up: increases alpha dystroglycan glycosylation; Pro5-aDG cells, alpha-DG glycosylation AlphaScreen (IIH6); 0% Pro5, 100% B10-LARGE cell signal; activation, % at 10 µM; actives 0.22% (n = 360,000); AID 624168;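 active means activation of at least 8% versus controls, or a plate z-score of at least 8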;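 further: Pro5 are CHO cells carrying HIG-tagged alpha-DG that lacks glycosylation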
# Granule exo inh: blocks lytic granule exocytosis | TALL-104 LAMP-1 surface exposure, flow cytometry; cells stimulated with thapsigargin and PMA | actives 0.66% (n = 360,000) | inhibition, % at 10 µM | AID 651702;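 active means inhibition above about 55%, limit read from the data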
# PDI turbidity: PDI (human) enzyme inhibition; PDI insulin aggregation turbidity, A650, 90 min; inhibition, % at 10 µM; actives 0.052% (n = 350,000); AID 588391;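 active means mean inhibition across replicates of 30% or more, whatever share of single replicates reach that level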;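 further: absorbance from insulin aggregation driven by PDI reduction with DTT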
# CaV13 ICDI inh: Primary screen for inhibitors of IQ motif and Ca2+-dependent inactivation inhibitor domain binding in CACNA1D, Förster resonance energy transfer in living cells, … | inhibition, % at 12.3 µM | HEK cells, CFP/YFP FRET ICDI-IQ, plate reader, 10 min; percent FRET-ratio fall versus neutral wells | actives 0.098% (n = 340,000) | AID 743397;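 active means mean replicate inhibition of at least 30% and at least 1% of replicates passing that level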;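 further: 0% = median of the neutral control wells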
# ABCB6 inh 2: inhibitors of human ABC transporter ABCB6 | actives 0.19% (n = 360,000) | fluorescence ratio to DMSO, % at 10 µM | K562-ABCB6 porphyrin accumulation, flow cytometry, 1 h; hits give low values | AID 602162;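 active means fluorescence ratio to DMSO below 75%, the collection mean minus 3 SD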;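 further: signal is porphyrin accumulated inside mitochondria; 100% equals median channel fluorescence of DMSO control wells; lower ratio means ABCB6 inhibition with less porphyrin fluorescence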
# Target sequence (Q9NP58 whole entry, looked up): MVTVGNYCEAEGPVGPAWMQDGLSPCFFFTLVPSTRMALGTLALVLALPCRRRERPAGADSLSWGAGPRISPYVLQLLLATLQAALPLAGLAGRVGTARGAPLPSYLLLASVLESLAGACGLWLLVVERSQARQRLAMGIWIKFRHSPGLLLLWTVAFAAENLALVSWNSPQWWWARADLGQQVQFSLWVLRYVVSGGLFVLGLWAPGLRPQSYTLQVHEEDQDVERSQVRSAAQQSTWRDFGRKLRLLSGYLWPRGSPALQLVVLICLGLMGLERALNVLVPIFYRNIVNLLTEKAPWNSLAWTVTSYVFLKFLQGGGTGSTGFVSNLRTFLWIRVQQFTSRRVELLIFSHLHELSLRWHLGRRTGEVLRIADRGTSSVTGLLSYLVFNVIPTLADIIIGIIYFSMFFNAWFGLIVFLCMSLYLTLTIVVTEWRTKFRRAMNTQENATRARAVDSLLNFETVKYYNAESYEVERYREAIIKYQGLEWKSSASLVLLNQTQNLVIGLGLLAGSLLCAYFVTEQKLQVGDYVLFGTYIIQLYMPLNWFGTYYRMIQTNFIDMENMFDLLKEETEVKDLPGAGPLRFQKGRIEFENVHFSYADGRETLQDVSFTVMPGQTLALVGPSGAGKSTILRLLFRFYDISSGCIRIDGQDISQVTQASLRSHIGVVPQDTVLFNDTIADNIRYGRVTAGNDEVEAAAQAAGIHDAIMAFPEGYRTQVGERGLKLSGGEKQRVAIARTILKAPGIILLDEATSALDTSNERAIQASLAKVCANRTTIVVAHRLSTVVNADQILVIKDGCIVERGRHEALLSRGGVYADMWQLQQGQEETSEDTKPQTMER
# Vif inh: HIV Vif inhibition; HEK293T cells, Vif self-association by quenched fluorescence, imaging, 24 h; inhibition, % at 7.49 µM; actives 0.35% (n = 340,000); AID 602346; in the data active means inhibition above about 50%, passing the limit was not always enough; further: some results filed as inactive read as strong as hits
# HTR2A ag: activates the mouse 5-HT2A serotonin receptor. actives 0.66% (n = 360,000). AID 624169. activation, % at 7.6 µM. CHO-K1 mHTR2A beta-arrestin complementation, luminescence; percent of 30 µM serotonin response. P35363;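 active means activation above a run cutoff, the mean activation of all tested compounds plus 3 SD, cut at about 14% in these data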;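 further: 0% = plate median of compound wells and 100% = 30 µM serotonin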
# H9c2 protect: protects H9c2 cardiomyocytes from peroxide injury | H2O2 injury protection, ATPLite, 2 h | protection from H2O2 cell death, % at 20 µM | actives 0.63% (n = 360,000);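 active means compounds giving at least 50% protection of heart cells from peroxide-induced death in the single-dose screen, raw or plate-pattern-corrected value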;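 further: 0% = DMSO wells with peroxide and 100% = DMSO wells without peroxide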
# * hit, by the source's call; nt = no result given. Not a hit list; any-hit rate near 3.1%.
[1] COc1cc(OC)cc(-c2nc3ccccc3c(=O)n2NC(=O)c2cccnc2Cl)c1
[2] Cc1cccc(-c2cc3nc(C)cc(NCCCN(C)C)n3n2)c1
[3] CC1CN(c2oc(Cc3cccc4ccccc34)nc2C#N)CC(C)O1 (stereo unspecified)
[4] CCCCC(=O)NCc1ccc(F)cc1
[5] CC(=O)OC(C)(C)/C=C/C(=O)[C@](C)(O)C1[C@H](O)C[C@@]2(C)C3CC=C4C(C=C(O[C@@H]5O[C@H](CO)[C@@H](O)[C@H](O)[C@H]5O)C(=O)C4(C)C)[C@]3(C)C(=O)C[C@]12C (stereo partly specified)
[6] COc1ccc(C(=O)n2cnc(N)n2)cc1
assay / compound	1	2	3	4	5	6
hiPSC survival	1.1	-1.4	6.2	-0.9	-2.4	0.2
Glyco luc inh	-1	3	1	0	-16	1
aDG glyco up	-0.2	0.4	-0.3	0.2	0.1	-0.2
Granule exo inh	2	20	-3	8	-9	-2
PDI turbidity	-17	-2	8	-3	17	3
CaV13 ICDI inh	-4	nt	nt	-6	-6	-8
ABCB6 inh 2	98	94	99	95	98	102
Vif inh	-29	10	-9	0	-1	5
HTR2A ag	1	1	2	6	13	1
H9c2 protect	4	34	-8	1	8	2

[7] COc1ccc(C(=O)COC(=O)c2cc(S(=O)(=O)NCc3ccccc3)ccc2O)cc1
[8] Clc1ccccc1CN(Cc1ccccc1)c1ncnc2nc[nH]c12
[9] COC(=O)c1ccc(NC(=O)C2CC3CCC2C3)cc1 (stereo unspecified)
[10] O=C(NC(=S)N1CCN(c2ccc(F)cc2)CC1)c1ccccc1
[11] Cc1cccc(OCCN2CCOCC2)c1C
[12] COC(=O)c1c(NC(=O)CC2Nc3cc(C)c(C)cc3NC2=O)sc(C)c1C (stereo unspecified)
assay / compound	7	8	9	10	11	12
hiPSC survival	2.1	-0.6	-0.6	-3.1	-0.2	1.0
Glyco luc inh	0	0	2	3	2	5
aDG glyco up	0.1	-0.2	0.0	1.1	0.0	-0.2
Granule exo inh	16	0	-16	-10	-6	-2
PDI turbidity	3	-7	7	-15	2	1
CaV13 ICDI inh	-1	nt	-2	-6	-3	nt
ABCB6 inh 2	119	100	99	102	97	99
Vif inh	10	-5	-4	2	-2	2
HTR2A ag	-12	0	1	-10	-3	-1
H9c2 protect	-11	-6	0	2	0	4

[13] CSc1nnc(CCNS(=O)(=O)c2ccccc2Br)n1C
[14] CC(Cc1cccs1)NC(=O)NC1CCCCC1 (stereo unspecified)
[15] COc1ccccc1-c1noc2ncnc(Nc3ccc4c(c3)OCO4)c12
[16] CCOC(=O)c1c(N)sc(C(=O)N2CCCCCC2)c1C
[17] CCC(C)Sc1cccc(-c2nc3cnccn3c2NC2CCCCC2)c1 (stereo unspecified)
[18] CSc1cccc(CN(C)C(=O)C2CCC(=O)N(CCCN3CCCC3=O)C2)c1 (stereo unspecified)
assay / compound	13	14	15	16	17	18
hiPSC survival	0.7	2.7	2.3	-0.7	-1.2	-0.1
Glyco luc inh	2	-1	2	-1	-8	3
aDG glyco up	0.0	0.0	-0.1	-0.4	1.7	0.0
Granule exo inh	6	0	-2	0	3	-5
PDI turbidity	4	7	-3	4	-1	0
CaV13 ICDI inh	-3	-9	-11	-5	-9	-4
ABCB6 inh 2	93	98	95	96	107	98
Vif inh	-1	-2	-4	-4	14	10
HTR2A ag	0	-5	-2	0	-2	-2
H9c2 protect	4	-1	8	-5	-2	0

# Three compounds out of the list, ordered by molecular weight, low to high:
[15] COc1ccccc1-c1noc2ncnc(Nc3ccc4c(c3)OCO4)c12
[17] CCC(C)Sc1cccc(-c2nc3cnccn3c2NC2CCCCC2)c1 (stereo unspecified)
[13] CSc1nnc(CCNS(=O)(=O)c2ccccc2Br)n1C
assay / compound	15	17	13
hiPSC survival	2.3	-1.2	0.7
Glyco luc inh	2	-8	2
aDG glyco up	-0.1	1.7	0.0
Granule exo inh	-2	3	6
PDI turbidity	-3	-1	4
CaV13 ICDI inh	-11	-9	-3
ABCB6 inh 2	95	107	93
Vif inh	-4	14	-1
HTR2A ag	-2	-2	0
H9c2 protect	8	-2	4

# More entries follow:
[19] CCNC(=O)CN(c1ccc(OC)c(OC)c1)S(=O)(=O)c1ccccc1
[20] O=C(NCCc1ccccc1)C1CCCN1C(=O)Nc1ccc(Cl)cc1 (stereo unspecified)
[21] CN(C)Cc1c(C(=O)N/N=C/c2cccs2)nnn1-c1nonc1N
[22] CC1=Nc2ncnn2C(c2ccccc2)/C1=N\O (stereo unspecified)
[23] O=C(C1CCN(C2CCN(Cc3ccc4c(c3)CCO4)CC2)CC1)N1CCOCC1
[24] Cc1ccc(NC(=O)C2(N(C(=O)Cn3nnnc3N)c3ccc(C)cc3)CCCCC2)cc1
assay / compound	19	20	21	22	23	24
hiPSC survival	1.0	-0.3	-0.3	0.1	-0.6	-2.1
Glyco luc inh	1	0	0	0	-1	-1
aDG glyco up	-0.1	-0.1	0.0	0.0	-0.1	-0.4
Granule exo inh	-1	-7	-6	0	4	1
PDI turbidity	8	2	-61	-13	14	-19
CaV13 ICDI inh	-2	-11	-3	-5	10	-5
ABCB6 inh 2	89	97	91	96	103	148
Vif inh	3	-5	13	0	-3	-6
HTR2A ag	-4	-8	8	2	0	5
H9c2 protect	4	-1	2	10	8	-8

[25] COc1ccc(-c2nc(CCl)cs2)cc1
[26] COC(=O)C[C@@H]1CC[C@@H](NC(C)=O)[C@@H](CO)O1
[27] CCCc1nnc(NC(=O)CN2C(=O)c3ccccc3S2(=O)=O)s1
[28] C=CCN(c1nc(C)cc(OC)n1)S(=O)(=O)c1ccc(C)cc1
[29] S=c1[nH]nc(C(c2ccccc2)C2CCCCC2)o1 (stereo unspecified)
[30] Cc1cccc(-n2c(SCC(=O)Nc3cccc(S(=O)(=O)NC4=NCCCCC4)c3)nc3ccccc3c2=O)c1C
assay / compound	25	26	27	28	29	30
hiPSC survival	-1.3	nt	-0.7	-0.4	-0.5	0.5
Glyco luc inh	-1	nt	1	-2	-1	-1
aDG glyco up	-0.1	-0.2	0.0	0.0	0.1	0.0
Granule exo inh	-1	-2	1	17	0	18
PDI turbidity	-2	nt	0	-2	-3	19
CaV13 ICDI inh	-6	-5	nt	-5	-5	-3
ABCB6 inh 2	99	nt	92	97	96	103
Vif inh	2	nt	10	-1	-25	-7
HTR2A ag	-3	-5	2	-5	4	0
H9c2 protect	-11	nt	5	-2	-2	22

# Compounds listed so far with a Cl atom (4):
[1] COc1cc(OC)cc(-c2nc3ccccc3c(=O)n2NC(=O)c2cccnc2Cl)c1
[8] Clc1ccccc1CN(Cc1ccccc1)c1ncnc2nc[nH]c12
[20] O=C(NCCc1ccccc1)C1CCCN1C(=O)Nc1ccc(Cl)cc1 (stereo unspecified)
[25] COc1ccc(-c2nc(CCl)cs2)cc1
assay / compound	1	8	20	25
hiPSC survival	1.1	-0.6	-0.3	-1.3
Glyco luc inh	-1	0	0	-1
aDG glyco up	-0.2	-0.2	-0.1	-0.1
Granule exo inh	2	0	-7	-1
PDI turbidity	-17	-7	2	-2
CaV13 ICDI inh	-4	nt	-11	-6
ABCB6 inh 2	98	100	97	99
Vif inh	-29	-5	-5	2
HTR2A ag	1	0	-8	-3
H9c2 protect	4	-6	-1	-11

# (continued)
[31] CC(C)(C)C1CCN2CCC[C@](c3ccccc3)(C1)[C@@]21CO1 (stereo partly specified)
[32] C(#Cc1ccc2c(c1)COc1c3ccccc3nn1-2)c1ccccc1
[33] CC1(C(=O)Nc2cnc3ccccc3c2)CCN1CCOc1ccccc1 (stereo unspecified)
[34] COC(=O)c1ccc(CNC(=O)COC(=O)COc2ccc(OC)cc2)cc1
[35] CCCCc1ccc(-n2c(Cc3cccs3)n[nH]c2=S)cc1
[36] C/C(=N\N=C(N)N)c1cccc([N+](=O)[O-])c1
assay / compound	31	32	33	34	35	36
hiPSC survival	-0.5	-2.3	-2.0	0.4	4.3	-1.5
Glyco luc inh	nt	-1	0	1	-3	1
aDG glyco up	0.0	0.6	-0.1	0.0	0.3	0.3
Granule exo inh	12	5	5	1	7	-2
PDI turbidity	nt	-8	3	4	13	0
CaV13 ICDI inh	-2	-4	-5	-3	6	-3
ABCB6 inh 2	103	95	88	107	105	99
Vif inh	nt	1	-4	-2	-9	10
HTR2A ag	-5	2	-3	3	8	2
H9c2 protect	nt	-8	8	4	-3	-6

[37] Cc1ccc(S(=O)(=O)NCc2c(-c3ccccc3)c3cc(Cl)ccc3[nH]c2=O)cc1
[38] Cc1cccc(Oc2ncc(-c3ccc(Cl)cc3)cn2)c1C
[39] COCOc1ccc(-c2cc(=O)c3c(O)cc(OCOC)cc3o2)cc1
[40] CCc1nc2ccc(C(=O)Nc3ccc(NC(C)=O)cc3)cn2c1N(C)CCC(C)C
[41] Cc1ccc2cc(C#N)c(N3CCCN(C(=O)C4CCCO4)CC3)nc2c1C (stereo unspecified)
[42] C[N+](C)(C)CCN(Cc1ccc(Cl)cc1)c1ccccn1
assay / compound	37	38	39	40	41	42
hiPSC survival	1.1	1.4	-0.2	-1.9	-1.2	0.9
Glyco luc inh	-4	-1	11	4	2	-1
aDG glyco up	0.8	0.7	0.0	0.0	-0.2	0.2
Granule exo inh	-1	2	-3	-26	1	-1
PDI turbidity	2	0	nt	0	0	2
CaV13 ICDI inh	-6	nt	nt	-4	-3	-3
ABCB6 inh 2	94	97	100	105	96	96
Vif inh	-2	-6	-4	-4	-2	25
HTR2A ag	-1	-4	5	-2	2	-6
H9c2 protect	-7	-11	-5	-4	21	0

[43] Cc1ccc(NC(=O)Cc2c(Cl)cccc2Cl)cc1S(=O)(=O)N(C)C
[44] COc1ccccc1CNC(=O)COc1cc2c(c3oc(=O)cc(C)c13)CCC(C)(C)O2
[45] Cc1ccc(Nc2nc(N)nc(CN3CCN(Cc4ccccc4)CC3)n2)cc1Cl
[46] COc1cccc(NC(=O)CCNS(=O)(=O)c2ccc(Br)s2)c1
assay / compound	43	44	45	46
hiPSC survival	-1.4	2.1	-0.6	-0.5
Glyco luc inh	-5	5	49*	-1
aDG glyco up	0.0	0.0	0.0	-0.1
Granule exo inh	-3	-7	8	8
PDI turbidity	0	nt	11	-2
CaV13 ICDI inh	-3	nt	-5	-3
ABCB6 inh 2	96	93	98	160
Vif inh	3	19	-12	10
HTR2A ag	3	-3	-4	1
H9c2 protect	-7	17	13	-5

# Bioassay records deposited in PubChem by several laboratories.
